All columns: NCI-60 one-dose screen, growth in % after 48 h at 10 µM unless noted; 100 = growth as untreated, 0 = no growth, -100 = all killed.
HS 578T: HS 578T breast cancer. 78,000 compounds, 4.1% hits. AID 1794788
BT-549: BT-549 breast cancer. 78,000 compounds, 4.4% hits
MALME-3M: MALME-3M melanoma; 78,000 compounds, 5.8% hits
UACC-62: UACC-62 melanoma | 81,000 compounds, 5.4% hits | AID 1794756
UACC-257: UACC-257 melanoma. 78,000 compounds, 4.4% hits
T-47D: T-47D breast cancer; 79,000 compounds, 5% hits; AID 1794792
SK-MEL-28: SK-MEL-28 melanoma; 81,000 compounds, 4.1% hits
SK-MEL-2: SK-MEL-2 melanoma | 77,000 compounds, 4.7% hits
Numbers without * were called inactive; / = not tested or not shown; & = joins results of further samples; ! = not confirmed by another sample. Rule for the calls: active = growth percent below 10; inactive = the rest.

Each structure is followed by: SK-MEL-28	T-47D	UACC-257	SK-MEL-2	UACC-62	MALME-3M	BT-549	HS 578T
> CN1CCN(Cc2ccc(NC(=O)c3cncc(C#Cc4cnc5ccc(N[C@H]6CCOC6)nn45)c3)cc2C(F)(F)F)CC1
 : -93*	-65*	-84*	-94*	-93*	-97*	-68*	-43*
> C#CCNC(=O)CCC(=O)OC[C@]12CC[C@@H](C(=C)C)[C@@H]1C1CC[C@@H]3[C@@]4(C)CCCNC(C)(C)[C@@H]4CC[C@@]3(C)[C@]1(C)CC2 (some centres undefined)
 : -98*	11	-78*	-66*	-43*	-94*	11	14
> N[C@@H](Cc1ccccc1)[C@@H](O)C(=O)NCCc1ccccn1
 : 104	102	101	106	91	105	101	113
> CCc1nnc(NC(=O)Cc2csc(-c3ccccc3)n2)s1
 : 105	95	111	104	105	/	/	108
> NC(N)=NS(=O)(=O)c1ccc(Nc2nc(N3CCOCC3)c3ccccc3n2)cc1
 : 99	69	118	104	111	92	90	106
> COc1ccc(-n2c(SCc3n[nH]c(=S)o3)nc3ccc(Cl)cc3c2=O)cc1
 : 95	98	102	/	92	95	115	94
> CC(=O)c1ccc2c3c(cc(C)c2c1)CCCC3
 : 105	91	118	94	81	98	93	/
> CCCc1[nH]nc(-c2n[nH]c(CCC)c2CC)c1CC
 : 112	103	115	113	102	100	123	107
> CCCn1c(O)c(C=N)c(=O)n(CCC)c1=O
 : 103	101	115	105	100	106	104	111
> O=C(O)c1c(O)c(O)cc2ccccc12
 : 114	102	103	115	105	129	101	98
> O=C(c1cc2cccnc2n1-c1ccc(Cl)c(Cl)c1)N1CC(C(F)(F)F)C1
 : 115	76	96	98	63	113	89	92
> c1ccc(CCn2nnc3c(Nc4ccc(N5CCOCC5)cc4)ncnc32)cc1
 : 104	/	69	105	86	69	/	97
> COc1ccc2c(c1)O/C(=C\c1cccc(OCC(=O)Nc3nc4ccccc4s3)c1)C2=O
 : 97	62	106	92	84	-44*	-52*	94
> CC(=O)N(C(C)=O)c1n[nH]c(Nc2ccccc2)c1C#N
 : 124	101	124	116	102	116	/	106
> COc1ccc(N2CCN(S(=O)(=O)c3oc(-c4ccccc4)nc3C#N)CC2)cc1
 : 99	73	88	72	86	70	78	104
> COC(=O)c1cc2oc(/C=N\NC(=O)c3cc4oc(C)c(C)c4[nH]3)cc2[nH]1
 : 110	90	114	109	115	83	91	108
> CCCCC(=O)N[C@H]1C[C@H]2CC[C@@]1(C)C2(C)C
 : 107	95	94	105	96	101	101	101
> Cc1ccccc1C(c1ccccc1)N(C)C (centres undefined)
 : 101	106	98	110	/	/	111	107
> Cc1ccc(O)c(C(=O)c2ccc(Cl)cc2)c1
 : 111	114	102	119	102	106	108	106
> CC(C)(CCCN=C(N)Nc1ccc(Cl)cc1)c1ccc(F)cc1
 : /	54	87	95	/	64	83	83
> O=C(c1ccccc1)c1ccc(OCC2CO2)cc1 (centres undefined)
 : 104	100	95	93	101	109	101	114
> Fc1ccc(F)c(CNc2nc(SCCN3CCOCC3)nc3c2cnn3CC(Cl)c2ccc(Br)cc2)c1 (centres undefined)
 : 32	11	6.1*	5.8*	-1.5*	-30*	/	23
> COc1cccc2c1O/C(=C\c1ccc([N+](=O)[O-])s1)C2=O
 : 78	40	65	43	36	89	-14*	41
> Cc1c(-c2nnc(SCc3ccccc3)n2Cc2ccccc2)nn(-c2ccc(Cl)cc2Cl)c1-c1ccc(Cl)cc1
 : 87	41	/	66	58	88	82	91
> N#CCCCOc1ccc(Cl)cc1Cl
 : 122	96	107	106	101	118	99	98
> C=C(C)[C@@H]1CC[C@]2(C(=O)O)CC[C@]3(C)[C@H](CC[C@@H]4[C@@]5(C)C[C@@H](CC#Cc6ccc(N)cc6)[C@H](O)C(C)(C)[C@@H]5CC[C@]43C)[C@@H]12
 : 104	73	88	101	84	102	90	110
> CCCCSCCCOC(C)=O
 : 100	98	90	112	103	102	106	104
> Nc1cc(S(N)(=O)=O)ccc1N1CCCC1
 : 110	102	93	108	102	/	100	100
> COC1=CC(=Nc2cc(Br)c(O)c(Br)c2)C=CC1=O
 : 114	/	99	93	112	102	104	83
> Nc1nc(Cl)c(C=O)c(Nc2ccccc2)n1
 : 107	85	119	117	93	105	95	92
> CN1CCN(c2ccc3nc(-c4c(N)c5c(F)cccc5[nH]c4=O)[nH]c3c2)CC1
 : -5.3*	64&72	-18*	46	41&47	-13*	-66*!	2.6*
> CN1CC(c2ccc([N+](=O)[O-])cc2)C(C(=O)c2ccc(O)cc2)C12C(=O)c1ccccc1C2=O (centres undefined)
 : 124	97	106	104	96	103	115	99
> CCCCN(CCCC)CC(CN(CC)CC)OC(=O)Nc1ccccc1 (centres undefined)
 : 105	92	111	99	111	90	88	113
> Cc1nc(C)c(-c2nn3c(-c4cccc(F)c4)nnc3s2)s1
 : 119	/	92	102	96	111	/	105
> Fc1ccc(Cc2cnc(Nc3ccc(F)cc3)s2)cc1
 : 94	61	92	103	66	103	101	91
> CCn1cc(C(=O)NN=C2CCCCCC2)c(=O)c2ccc(C)nc21
 : 94	77	88	105	73	97	83	80
> Cc1cccc(C)c1NC(=S)NC(=O)c1cccc(Cl)c1
 : 104	/	/	105	85	83	100	90
> COc1ccc(OC)c(/C=C2\Oc3cc(OCCN4CCC(Cc5ccccc5)CC4)ccc3C2=O)c1
 : 90	63	101	105	93	93	90	82
> COc1cc(C2=NN(C(C)=O)C(c3ccc(N(C)C)cc3)C2)cc(OC)c1OC (centres undefined)
 : 106	87	77	90	88	87	94	85
> C/C=C(\C)C(C(=O)NC1CCCCC1)N(C(=O)C1CCc2cc(F)ccc2O1)c1ccc(Cl)cc1 (centres undefined)
 : /	95	99	103	92	109	98	95
> Cc1cc(-c2nc3ccccc3s2)c(=O)n(NS(=O)(=O)c2ccccc2)c1C
 : 105	84	102	101	78	86	103	97
> COc1ccc(-c2nc3c4cc(-c5ccccc5)oc4ncn3n2)cc1
 : 102	103	104	107	89	98	112	108
> CCOC(=O)C(NC(N)=O)C(=O)OCC
 : 102	102	85	91	106	103	106	106
> O=C(O)CCC(=O)c1ccc([N+](=O)[O-])cc1
 : 104	86	91	109	103	102	95	120
> Nc1nc(N)c2c(n1)CN(Cc1ccc(Cl)cc1)C2
 : 109	101	90	110	100	95	100	97
> CCOC(=O)Cn1ccsc1=NC(=O)c1ccc(Cl)cc1
 : 89	96	91	93	86	98	90	130
> CN1C(=O)/C(=C/c2ccc(C(=O)Nc3ncc(Cc4ccc(Cl)cc4)s3)cc2)SC1=S
 : 60	38	67	76	21	51	47	42
> Nc1ccc(S(=O)(=O)O)c2cc(S(=O)(=O)O)cc(O)c12
 : 97	120	109	/	112	109	99	103
> O=C(COc1cccc2c1N=CCC2)Nc1ccc(C(=O)/C=C/c2ccc(Cl)cc2Cl)cc1
 : 101	96	105	101	86	109	93	104
> COc1cc2c(c(OC)c1OC)C(=O)CC(c1cccc(C(=O)Nc3cccc(Cl)c3)c1)O2 (centres undefined)
 : 87	21	63	65	50	81	40	97

Other compounds follow:
Each structure is followed by: SK-MEL-28	T-47D	UACC-257	SK-MEL-2	UACC-62	MALME-3M	BT-549	HS 578T
> S=C=NCC1CC2(Cl)CC1(Cl)C(Cl)=C2Cl (centres undefined)
 : 109	73	79	/	93	95	103	92
> CN1CCN(c2nc3ccccc3c3c(=O)c4cc(F)ccc4sc23)CC1
 : 90	83	105	99	64	103	95	73
> NS(=O)(=O)c1ccc(Cl)c2ccccc12
 : 104	92	109	112	102	98	101	101
> c1ccc2oc(-c3cnc4nonc4n3)cc2c1
 : 120	80	99	95	80	105	96	89
> Nc1ccccc1C#Cc1ccccc1C#Cc1ccc(OCCCCCCOc2ccc(C#Cc3ccccc3C#Cc3ccccc3N)cc2)cc1
 : 109	90	101	103	97	97	104	113
> CC(=O)/C(N=Nc1c(C(=O)O)ccc2c1C(=O)c1ccccc1C2=O)=C(\C)O
 : 107	99	110	100	99	105	100	110
> CCOC(=O)/C(O)=C(\C#N)c1ccc(C)cc1C
 : 108	105	107	108	95	100	/	97
> CSc1nc(N)cc(=O)[nH]1
 : 110	101	102	108	103	96	110	106
> CSC1=NC(c2ccc(Cl)cc2)C(C(C)=O)=C(C)N1 (centres undefined)
 : 109	98	95	103	97	107	102	102
> COc1ccc2[nH]c(O)c(N=NC(=O)Cc3c[nH]c4ccccc34)c2c1
 : 108	77	101	99	85	104	88	91

Profiles as entered above.
NS(=O)(=O)c1ccc(Cl)c2ccccc12 is listed as SK-MEL-28: 104; T-47D: 92; UACC-257: 109; SK-MEL-2: 112; UACC-62: 102; MALME-3M: 98; BT-549: 101; HS 578T: 101
CN1CCN(c2nc3ccccc3c3c(=O)c4cc(F)ccc4sc23)CC1 is listed as SK-MEL-28: 90; T-47D: 83; UACC-257: 105; SK-MEL-2: 99; UACC-62: 64; MALME-3M: 103; BT-549: 95; HS 578T: 73

(cont.)
Each structure is followed by: SK-MEL-28	T-47D	UACC-257	SK-MEL-2	UACC-62	MALME-3M	BT-549	HS 578T
> Cn1c(N)c(C(=O)CCc2ccccc2)c(=O)n(C)c1=O
 : 102	89	100	97	89	112	133	101
> COc1ccc(CN2c3ccccc3Sc3ccccc32)cc1O
 : /	27	52	9.0*	/	72	55	33
> CCC1=Cc2c(OC)cccc2OC12C=Cc1c(OC)cccc1O2 (centres undefined)
 : 52	47	76	66	26	51	47	28
> COc1ccccc1C(O)c1ccccc1 (centres undefined)
 : 116	85	118	93	99	88	92	107
> O=S(=O)(c1ccccc1)n1ccc2c1-c1oncc1CCC2
 : 106	91	97	118	98	101	118	104
> Fc1ccc(Nc2nc(Nc3cnc4ccccc4c3)c3[nH]cnc3n2)cc1
 : 81	51	94	81	72	95	59	52
> CN1C(=O)[C@H]2c3c1cccc3[C@@]13NC(=O)O[C@H]1[C@H](CCC3(C)C)C2(C)C
 : 109	88	104	93	85	110	102	89
> COc1cccc(/C=C(\C#N)C(=O)O)c1
 : 119	104	102	99	101	110	110	99
> COc1ccc(C(=O)c2c(C(=O)O)ccc3ccccc23)cc1
 : 109	94	101	95	95	101	108	101
> CC(=O)C1C(C)CC2C3CCC4=CC(=O)CCC4(C)C3(Br)C(=O)CC21C (centres undefined)
 : 103	93	115	87	97	93	92	101
> COCCOC(C)C(/C=N/NC(N)=S)=N/NC(N)=S (centres undefined)
 : 90	29	35	83	67	94	90	83
> CC1(C)Cc2c(sc3ncn4nc(-c5ccc(O)cc5)nc4c23)CO1
 : 73	49	90	85	83	68	65	65
> OC(COc1cccc2ccccc12)CN1CCN(c2ccc(Cl)cc2)CC1 (centres undefined)
 : 114&107	96&71	96&114	99&103	85&98	106&109	134&85	116&68
> CCOc1ccccc1[C@H]1C(C(=O)c2ccc(Cl)cc2)C2(N[C@@H]1c1ccccc1)C(=O)Nc1ccc(Cl)cc12 (some centres undefined)
 : 41	20	69	-11*	17	46	9.4*	49
> COC(=O)/C(CCC=C(C)C)=C1\[C@@H](OC(C)=O)C[C@@]2(C)[C@H]1C[C@@H](O)[C@H]1[C@@]3(C)CC[C@H](NCCN)[C@@H](C)[C@@H]3CC[C@@]12C
 : 89	83	100	93	90	89	85	78
> O=c1[nH]c(CNc2ccc(NC(=S)Nc3ccc(Cl)cc3)cc2)nc2sc3c(c12)CCCC3
 : 110	72	94	91	68	/	88	103
> O=C(NC1CCCCC1)c1cc(NCc2cc(O)ccc2O)ccc1O
 : 116	97	/	96	93	98	102	107
> COc1ccc(C2=NN(C(N)=S)C(c3ccc4c(c3)OCO4)C2)cc1 (centres undefined)
 : 75	37	38	47	44	/	-2.0*	-13*
> COC(=O)c1ccccc1
 : 110	118	104	/	105	108	/	106
> CCC(=O)c1cc2ccccc2c2ccccc12
 : 118	84	123	124	90	117	101	126

By substructure: the entries above with bromine.
Each structure is followed by: SK-MEL-28	T-47D	UACC-257	SK-MEL-2	UACC-62	MALME-3M	BT-549	HS 578T
> Fc1ccc(F)c(CNc2nc(SCCN3CCOCC3)nc3c2cnn3CC(Cl)c2ccc(Br)cc2)c1 (centres undefined)
 : 32	11	6.1*	5.8*	-1.5*	-30*	/	23
> COC1=CC(=Nc2cc(Br)c(O)c(Br)c2)C=CC1=O
 : 114	/	99	93	112	102	104	83
> CC(=O)C1C(C)CC2C3CCC4=CC(=O)CCC4(C)C3(Br)C(=O)CC21C (centres undefined)
 : 103	93	115	87	97	93	92	101

(listing goes on)
Each structure is followed by: SK-MEL-28	T-47D	UACC-257	SK-MEL-2	UACC-62	MALME-3M	BT-549	HS 578T
> CCOc1ccccc1CN1CCc2nc3cc(C(C)(C)C)[nH]n3c(=O)c2C1
 : 112	99	108	98	102	107	106	100
> Nc1c(-c2ccc(Cl)cc2)nnn1-c1cccc(C(F)(F)F)c1
 : 102	94	101	99	95	74	131	105
> CCCCNC(=O)Oc1ccc(/C(=C(\C)c2ccc(OC)cc2)c2ccc(OCCN3CCCCC3)cc2)cc1
 : 2.5*	32	-9.9*	68	44	/	52	48
> NS(=O)(=O)c1ccc(NC(=S)NC(=O)c2ccc(Cl)c(Cl)c2)cc1
 : 97	65	92	96	72	84	108	89
> CCc1nc(C#N)c(N2CCC(c3nc(-c4ccc(F)cc4)no3)CC2)o1
 : 105	88	102	102	92	97	97	100
> NC(=O)N(c1ccccc1)c1ccccc1
 : 106	75	114	108	103	115	100	104
> COc1ccc(/C=N/Nc2cc(=O)[nH]c3ccccc23)cc1
 : 102	89	93	96	97	137	92	103
> O=C(/C=C1\C(=O)Nc2ccccc21)/C=C1/C(=O)Nc2ccccc21
 : 90	82	99	105	92	96	112	94
> OCCSc1ccccc1
 : 132	193	/	94	109	102	112	96
> CC(=O)Nc1ccc(S(=O)(=O)c2ccc(Cl)cc2)cc1
 : 100	92	112	99	96	89	105	/
> O=C(OC1C(OC(=O)c2cccnc2)C(OC(=O)c2cccnc2)C(OC(=O)c2cccnc2)C(OC(=O)c2cccnc2)C1OC(=O)c1cccnc1)c1cccnc1 (centres undefined)
 : 101&107	101&105	101&100	100&118	97&104	79	100&108	105&103
> NNC(=O)C(=O)NN
 : 104	107	98	116	/	/	122	102
> O=C1/C(=c2\c3ccccc3n3c(=O)c4ccccc4nc23)Nc2ccccc21
 : 109	53	90	96	97	93	124	85

Source: PubChem (NCI)
